# Source: PubChem (National Center for Advancing Translational Sciences (NCATS))
# HepG2 viability: kills HepG2 cells in TGF-b inhibitor counter-screen. Potency, µM (titrated, usually from 46.1 µM), for the others: at the highest dose activity change, negative = cytotoxicity, hits mostly cytotoxic. AID 588856. HepG2 CAGA-GFP viability, ATP luminescence, 18 h. 410,000 compounds, 0.76% hits; further: potency means the concentration at half of the fitted maximal effect; some results filed as inactive show a strong effect at the top dose
#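 HepG2 CAGA-GFP cells (1000/well, DMEM with 1% FBS) received compound, then TGF-beta at 500 pg/mL final, and were incubated 18 hours at 37 degrees C. Viability was read by CellTiter-Glo luminescence. Media-only wells were set as complete cell-killing and DMSO as no toxicity.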
# Akt phos inh: blocks phosphorylation of Akt; Neuro2A IGF-stimulated pAkt S473 HTRF, 20 min; active compounds read low; activity change, % for hits at 50 µM; 360,000 compounds, 0.32% hits; in the data active means activity change below about -80%; inconclusive means mostly about -51% to -80%; further: on the % scale 0 is the no-effect control and ±100 the full control effect
#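 Neuro2A cells (4,500/well, DMEM with 0.5% FBS) were treated with compound at a single 50 µM final concentration, stimulated with 6 nM IGF for 20 min at 37 °C, and lysed. Phospho-Akt Ser473 was read by HTRF as 665/615 ratio ×10^4.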
# Nrf2 ARE act: activators of Nrf2 (ARE) signaling | AREc32 ARE-luciferase reporter (MCF7-derived line), luminescence, 24 h | 410,000 compounds, 0.31% hits | Potency, µM (top dose mostly 46.1 µM), inactives show top-dose activation, actives largely listed as activators; further: potency means the concentration at half of the fitted maximal effect; % of control where 0% means no effect; nearly all actives have a fitted effect of over 65% in size
#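 AREc32 cells carrying an ARE-driven firefly luciferase reporter were seeded at 1000 cells/well in OPTI-MEM with 5% FBS, then exposed to compound for 24 hr at 37 deg C. Luminescence was read with Steady-Glo after 30 min at RT.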
# S2 tox: viability counter-screen for ATXN expression inhibitors. S2 cells (HEK-293 line with an ATXN2-luciferase reporter) viability, CellTiter-Fluor protease fluorescence, 24 h. 400,000 compounds, 0.49% hits. Potency, µM (top dose mostly 56.7 µM), usual class: cytotoxic; further: potency means the concentration at half of the fitted maximal effect; nearly all actives have a fitted effect of over 40% in size
# TGFb SMAD3 inh: blocks TGF-b signaling | HepG2 CAGA-GFP TGF-b/SMAD3 reporter, GFP fluorescence, 18 h; TGF-beta stimulated, 500 pg/mL final | Potency, µM (titrated, usually from 46.1 µM), for inactives: at the top dose activity, negative = inhibition, hits mostly inhibitors | 410,000 compounds, 1.2% hits | AID 588855; further: potency means the concentration at half of the fitted maximal effect; on the % scale 0 is the no-effect control and ±100 the full control effect; nearly all actives have a fitted effect of over 65% in size
#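 HEPG2 CAGA-GFP cells (1000/well, DMEM with 1% FBS) were pre-incubated 2 h at 37 degrees C, given compound by pin tool, then stimulated with TGF-beta at 500 pg/mL final for 18 h before per-cell GFP fluorescence imaging.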
# Nrf2 inh: inhibitors of Nrf2 signaling; A549 ARE-Fluc reporter, luciferase luminescence, 18-24 h; Potency, µM (top dose mostly 46 µM), without a hit: at the top dose activity change, negative = inhibition, hits mostly inhibitors; 360,000 compounds, 2.1% hits; further: potency means the concentration at half of the fitted maximal effect; on the % scale 0 is the no-effect control and ±100 the full control effect; nearly all actives have a fitted effect of over 60% in size
#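 A549 ARE_Fluc cells, 5000/well, 5% FBS OPTI-MEM; compounds in dose-response, 18-24 h at 37 °C/5% CO2; CellTiter-Fluor viability read (Ex 405/Em 525), then BugLite luciferase luminescence = Nrf2 activity.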
# CCT modulator: cytosolic chaperonin activity modulation; purified chaperonin ATPase assay, HTRF ADP detection, 30 min; activity change, % (concentration not given with the values), hits read low; AID 651819; 360,000 compounds, 0.3% hits; in the data active means activity change below about -30%; further: on the % scale 0 is the no-effect control and ±100 the full control effect
#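 TRiC at 40 or 20 nM final (batch-dependent) in 30 mM Tris pH 7.4, 100 mM KCl, 5 mM MgCl2, 1 mM DTT, with compound at single 76 uM and 10 uM ATP, 30 min at 37 deg C. ADP detected by HTRF Transcreener, 665/615 ratio.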
# MmCpn inh: M. maripaludis TRiC chaperonin inhibition. 330,000 compounds, 0.031% hits. Potency, µM (doses to about 76.9 µM), for inactives: top-dose activity, negative = inhibition, actives largely listed as inhibitors. purified Mm-Cpn ATPase, ADP Transcreener TR-FRET; further: potency means the concentration at half of the fitted maximal effect; on the % scale 0 is the no-effect control and ±100 the full control effect; nearly all actives have a fitted effect of over 80% in size
#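 Measured: ADP formation by purified Mm-CPN. Conditions: 25 nM protein, 10 uM ATP, Tris pH 7.4 with Mg2+, K+ and DTT, 37°C for 30 min. Detection: Transcreener HTRF after 30 min at room temperature.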
# A549 tox: kills or reduces viability of A549 cells in Nrf2 counter-screen. A549 ARE-Fluc cells, CellTiter-Fluor viability, 18-24 h. Potency, µM (series often up to 46 µM), without a hit: at the top dose activity change, negative = cytotoxicity, usual class: inhibitors. 390,000 compounds, 0.16% hits. AID 504648; further: potency means the concentration at half of the fitted maximal effect; on the % scale 0 is the no-effect control and ±100 the full control effect
#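 Cytotoxicity counterscreen: CellTiter-Fluor fluorescence was measured in A549 ARE_Fluc cells after 18-24 h of compound exposure in a concentration series. The subsequent BugLite luminescent read reports ARE-luciferase activity.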
# The depositor's hits bear a star; i = inactive; ? = inconclusive; . = not tested or not shown; [ ] = another dose, or the depositor's remark. Unless noted, the call rests on the fitted dose curve; in most records, active means well fitted curve in the direction sought with a large enough effect; inconclusive means small, poorly fitted or top-dose-only effect, or another doubt; inactive means no such curve, though single readings can be large; an effect the other way counts as inactive or inconclusive. The order is random. Share with any hit: about 4.4%.
SMILES,HepG2 viability,Akt phos inh,Nrf2 ARE act,S2 tox,TGFb SMAD3 inh,Nrf2 inh,CCT modulator,MmCpn inh,A549 tox
Clc1ccc2nc(CSc3nncn3-c3ccccc3)cn2c1,0%,i,-1.0%,i,-7%,-25%,0.1,2%,1%
COc1cccc(Cn2c(=O)n(CC3CCC(C(=O)NC(C)C)CC3)c(=O)c3sccc32)c1 (stereo unspecified),5%,.,-0.6%,i,-18%,-1%,.,.,3%
COc1ccccc1NC(=O)c1nn(-c2ccc(OC(F)(F)F)cc2)ccc1=O,-3%,i,0.1%,i,3%,-2%,1.0,2%,-5%
CCOc1ccccc1CN(Cc1ccco1)S(=O)(=O)c1ccc(-n2cnnn2)c(OC)c1,-5%,.,-0.5%,?,-1%,?,-0.3,-2%,-17%
CC(C)(C)OC(=O)CC1(C#N)c2ccccc2C(Br)=CN1C(=O)c1ccccc1 (stereo unspecified),1%,i,0.9%,i,-19%,-15%,0.9,1%,1%
Cn1cccc1/C=N/NC(=O)Cc1ccccc1,6%,i,0.1%,i,4%,?,-1.2,3%,5%
O=C(Nc1cc([N+](=O)[O-])ccc1N1CCCC1)c1ccccc1,-30%,i,-0.7%,i,?,-5%,-1.7,0%,-21%
CCc1noc(C)c1C(=O)Nc1cc(S(=O)(=O)N(CC)CC)ccc1N1CCCC1,3%,i,-0.7%,i,13%,8%,0.2,-1%,-3%
Cc1ccc2c(c1)N(C(=O)CCC(=O)NCc1cccc(Br)c1)CC(C)O2 (stereo unspecified),-51%,i,2.4%,i,?,-16%,-3.2,0%,7%
COc1ccccc1Cn1c(CCCO)nc2ccccc21,6%,i,0.1%,?,?,.,1.5,0%,10%
COC(=O)c1c(NC(=O)Cn2cnc([N+](=O)[O-])n2)sc2c1CCC(C)C2 (stereo unspecified),-7%,i,2.5%,i,2%,-5%,-0.5,1%,-10%
CC(=O)NC(=S)Nc1ccc(S(=O)(=O)N(C)Cc2ccccc2)cc1,1%,i,0.2%,i,?,?,-1.6,-1%,-7%
COc1cccc(-c2csc(N3CCN(C(=O)Nc4ccc(F)cc4)CC3)n2)c1,-19%,i,2.2%,i,-18%,?,1.1,-16%,-11%
CC(=O)Nc1nc2cc(N)ccc2s1,-17%,i,-0.1%,i,-5%,11%,-3.1,-1%,17%
COC(=O)C1C(O)CCC2CN3CCc4c([nH]c5ccccc45)C3CC21 (stereo unspecified),-22%,i,2.0%,i,-5%,3%,-0.1,-1%,-8%
Cc1ccccc1-c1cnc(C(O)c2ccccc2)[nH]1 (stereo unspecified),4%,i,-0.4%,i,21%,.,-0.2,.,.
O=C(C1=C[C@H](C2CCCCC2)C[C@H](OCc2ccc(CO)cc2)O1)N1CCN(Cc2ccccc2)CC1,-5%,i,-0.1%,?,?,?,-3.7,.,-15%
COc1ccc(NC(=O)Cn2ncn3c(cc4ccccc43)c2=O)c(OC)c1OC,17%,i,3.2%,i,30%,1%,0.0,1%,0%
Cc1ccc(S(=O)(=O)NCCCN(C)C)cc1,-2%,i,-0.2%,i,18%,8%,-2.2,-1%,12%
Cc1ccc(C(=O)N/C(=C\c2ccco2)C(=O)N2CCSCC2)cc1C,-17%,i,-0.3%,i,-12%,-5%,1.5,-2%,-3%
CSc1ccc(/C=C/C(=O)OCC(=O)N2CCN(S(=O)(=O)c3ccc(C)cc3C)CC2)cc1,-8%,i,-0.9%,i,-16%,5%,1.3,0%,0%
COc1ccc(C(=O)Nc2ccc3c(c2)C(=O)c2ccccc2C3=O)cc1OC,-21%,i,-0.1%,i,-14%,?,1.2,-4%,-5%
O=C(NCc1cccs1)c1cc(-c2ccccn2)nc2ccc(Br)cc12,1%,i,1.5%,i,5%,1%,-4.2,?,7%
OC[C@@H]1CCCN1Cc1cn(-c2ccccc2)nc1-c1ccc2c(c1)OCO2,-28%,i,-0.6%,i,-18%,1%,-0.5,-2%,7%
COc1ccccc1C(=O)Nc1nc2nc(C)c(Cc3ccccc3)c(=O)n2[nH]1,-3%,.,0.3%,i,0%,?,.,.,2%

# Further results follow:
SMILES,HepG2 viability,Akt phos inh,Nrf2 ARE act,S2 tox,TGFb SMAD3 inh,Nrf2 inh,CCT modulator,MmCpn inh,A549 tox
CC(C(=O)NC1CCCCC1)N(Cc1ccc(F)cc1)C(=O)c1snc(C(N)=O)c1N (stereo unspecified),3%,i,-0.2%,.,10%,-26%,0.5,0%,-13%
CCCCn1c(SCC(=O)Nc2cc(C)[nH]n2)nc2ccsc2c1=O,-2%,i,-0.5%,i,36%[activator],?,-1.3,1%,-7%
CCC(=O)NC(c1cc(Cl)c2ccccc2c1O)C(C)C (stereo unspecified),-19%,.,11%,i,?,3%,.,-21%,0%
OCCCCNCc1ccc(OCc2ccc(Cl)cc2)cc1,-22%,i,8.7%,?,?,?,-0.8,1%,-12%
Cc1c(S(=O)(=O)N2CC(C)CC(C)C2)c(=O)n(C)c(=O)n1C (stereo unspecified),3%,i,-0.8%,i,10%,0%,-0.8,1%,-7%
CCCc1nn2c(=O)cc(COC(=O)c3ccccc3NC(=O)c3ccc(Cl)cc3)nc2s1,2%,.,25%,.,10%,.,.,.,8%
CSc1ccccc1NC(=O)COC(=O)c1ccccc1Cc1ccccc1,-14%,i,-0.4%,i,-10%,1%,-1.0,2%,0%
Cc1cc(NC(=O)CN2CCCCC2)n(-c2ccccc2)n1,0%,i,-1.0%,i,14%,6%,-2.4,-2%,1%
CCN(CC)S(=O)(=O)c1ccc(C(=O)N2CCN=C2SCc2cccnc2)cc1,0%,i,0.2%,i,4%,-10%,-1.9,-2%,-3%
Cc1[nH]c(C)c(S(=O)(=O)N2CCN(c3cccc(C(F)(F)F)c3)CC2)c1C(=O)N1CCCCC1,-36%,.,-0.5%,?,-8%,7%,-0.8,-4%,1%
CC(C)(C)c1ccc(C(=O)N2CCC2(C)C(=O)NS(=O)(=O)c2ccccc2Cl)cc1 (stereo unspecified),3%,i,0.1%,i,-6%,.,1.7,.,.
Cc1cc(C)c2c(CC(=O)NC(C)C)coc2c1,22%,i,0.2%,i,-9%,6%,-0.9,-2%,0%
COC(=O)c1ccc(N2CCOCC2)c(NC(=O)c2cccnc2)c1,1%,i,0.2%,i,23%,?,0.3,-3%,-4%
CCN(CC)c1ccc(/C=N/NC(=O)CNC(=O)c2cccnc2)cc1,6%,i,4.0%,i,0%,-6%,0.4,-2%,4%
Clc1ccc2c(c1)C=Nc1c(NCc3ccccc3)ncnc1O2,-36%,i,0.9%,i,-2%,0%,1.1,2%,13%
Cc1ccc(C(=O)N2CCc3cc(CNC(=O)c4ccnn4C)ccc32)cc1,-12%,.,-0.7%,.,1%,.,.,.,-16%
CCc1nc2ccc(C(=O)NCCc3ccc(OC)cc3)cc2nc1CC,-13%,i,-0.9%,?,-1%,-24%,-2.9,-1%,-1%
Cc1ccccc1N1CCN(C(=O)[C@@H]2CCCN2C2=NS(=O)(=O)c3ccccc32)CC1,0%,i,-1.2%,i,1%,10%,0.0,-1%,0%
C=CCN1CN(S(=O)(=O)c2cccc(Cl)c2)c2nc3ccccc3nc21,-40%,.,5.2%,i,?,-5%,3.0,-1%,1%
COc1ccc(C)cc1NC(=O)C12CCC(C)(C(=O)O1)C2(C)C (stereo unspecified),-20%,i,-0.4%,i,7%,13%,0.6,0%,0%
C(=C1c2ccccc2-c2ccccc21)c1ccncc1,-9%,i,6.6%,i,?,?,0.0,.,-19%
C=CC[C@@H](CC(=O)N[C@H](CO)Cc1ccccc1)C(=O)N[C@@H](COC(=O)[C@@H](CC=C)Cc1ccc(F)cc1)Cc1ccccc1,0%,i,-1.1%,?,4%,?,0.1,-4%,-8%
COc1ccc(NC(=O)c2cc([N+](=O)[O-])ccc2N2CCCCC2)cc1OC,-27%,i,3.2%,i,2%,?,-2.7,0%,-13%
O=C(C1CC1)N1CCc2cc(Br)cc(S(=O)(=O)NCC3COc4ccccc4O3)c21 (stereo unspecified),-18%,i,-0.5%,i,-6%,-16%,0.6,-3%,1%
COc1ccc(CSc2nc(C)cc(C)c2C#N)cc1,-2%,i,-0.6%,i,-23%,0%,-2.3,-1%,-2%
CCN(Cc1ccccc1)C(=O)c1cccs1,-28%,i,0.0%,i,-5%,.,-3.2,.,.
CCOC(=O)c1cc(C#N)c(N2CCN(C)CC2)nc1-c1ccccc1,-8%,i,0.5%,i,20%,-3%,0.9,1%,-4%
C=CCNc1nc(Nc2ccc(Cl)cc2)nc(OC)n1,11%,i,9.6%,i,-1%,-4%,-0.2,1%,-1%
Cc1ccc(NC(=O)Cn2cc(S(=O)(=O)Cc3cccc(Cl)c3)c3ccccc32)cc1C,-56%,.,0.6%,.,?,-8%,.,.,-1%
CC(Oc1ccc2ccccc2c1)C(=O)NNC(=S)NC(=O)c1ccco1 (stereo unspecified),-3%,i,4.0%,?,?,?,-1.4,-2%,-7%

# Just Akt phos inh (4 entries from above):
structure,Akt phos inh
COC(=O)c1ccc(N2CCOCC2)c(NC(=O)c2cccnc2)c1,i
Cc1ccc2c(c1)N(C(=O)CCC(=O)NCc1cccc(Br)c1)CC(C)O2 (stereo unspecified),i
Cc1ccc(C(=O)N/C(=C\c2ccco2)C(=O)N2CCSCC2)cc1C,i
CSc1ccc(/C=C/C(=O)OCC(=O)N2CCN(S(=O)(=O)c3ccc(C)cc3C)CC2)cc1,i
